p53 reactivator: mutant p53 re-activation in reporter cells; Potency, µM (highest dose often 92.2 µM), inactives show top-dose activity change, positive = activation, most hits filed as activators; AID 504706; H1299 p53-A138V BP100-luciferase reporter, luminescence, 24 h; 320,000 compounds, 0.063% hits; also: potency is read from the fitted curve at half-maximal effect; % of control where 0% means no effect; nearly all actives have a fitted effect of over 45% in size
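p53-null H1299 cells stably carrying temperature-sensitive p53-A138V and a BP100-luciferase reporter were pinned with compounds (4-point, 1:5 series) and held 24 hrs at 37 deg C. Luminescence was read 10 min after detection reagent.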
NPC1 prom act: activates the NPC1 promoter; 320,000 compounds, 2.4% hits; Huh7 NPC1 promoter luciferase reporter, 24 h; Potency, µM (series often up to 9.22 µM), without a hit: at the highest dose activation, usual class: activators;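 also: potency is read from the fitted curve at half-maximal effect; % of control where 0% means no effect; nearly all actives have a fitted effect of over 60% in size; reporter is driven by a mutant NPC1 promoter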
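Compounds in DMSO were transferred onto Huh7 NPC1-luciferase reporter cells pre-incubated 2 h; after 24 h at 37 °C, Amplite reagent was dispensed and luminescence recorded 10 min later.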
TRPV1 ag: agonists of human vanilloid receptor 1 (TRPV1); Q8NER1; TRPV1-expressing cells, Fluo-8 calcium influx, agonist mode; activation, % at 8.33 µM; 320,000 compounds, 0.19% hits; in the data active = activation above about 80%; inconclusive = between about 30% and that limit; also: 0% is about no effect
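Fluo-8 calcium influx in TRPV1-expressing cells, kinetic read (ex 480/em 520 nm). Compound added and read 3 min for agonist activity, followed by capsaicin at EC20 final and 2 min further read for enhancement.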
Tb PFK inh: inhibitors of T. brucei phosphofructokinase; AID 485367; T. brucei PFK, ADP-Glo luminescence; Potency, µM (top dose mostly 57.5 µM), inactives show at the top dose activity, negative = inhibition, actives largely listed as inhibitors; 330,000 compounds, 0.17% hits;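 also: potency is read from the fitted curve at half-maximal effect; 0% = uninhibited 1x PFK enzyme wells and -100% = no-enzyme wells; nearly all actives have a fitted effect of over 60% in size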
Target sequence (O15648 whole entry, looked up): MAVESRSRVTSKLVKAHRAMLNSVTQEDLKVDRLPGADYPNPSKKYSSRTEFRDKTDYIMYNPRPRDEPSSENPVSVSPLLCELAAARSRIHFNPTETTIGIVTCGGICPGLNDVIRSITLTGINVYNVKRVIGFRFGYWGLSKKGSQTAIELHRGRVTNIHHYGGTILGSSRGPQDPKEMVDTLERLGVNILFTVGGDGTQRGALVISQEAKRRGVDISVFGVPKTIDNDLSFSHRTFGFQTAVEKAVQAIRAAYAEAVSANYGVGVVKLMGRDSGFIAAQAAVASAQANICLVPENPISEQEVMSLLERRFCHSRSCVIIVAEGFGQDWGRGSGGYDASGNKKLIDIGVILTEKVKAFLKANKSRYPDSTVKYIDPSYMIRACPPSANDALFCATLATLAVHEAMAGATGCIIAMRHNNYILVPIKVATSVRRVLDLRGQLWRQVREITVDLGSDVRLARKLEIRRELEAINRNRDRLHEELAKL
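PFK 1.25 nM, F6P 0.5 mM, ATP 0.1 mM, 0.1 M TEA pH 8.0, 5 mM MgCl2, 0.01% Tween20, 0.1% BSA; 45 min RT. ADP-Glo readout. qHTS titration up to 57 uM; curves fitted, compounds curve-classed.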
RORg inh: ROR gamma (mouse) transcription inhibition. P51450. Potency, µM (highest dose often 53.6 µM), for inactives: top-dose activity change, negative = inhibition, usual class: inhibitors. Drosophila S2 Gal4-RORgamma UAS-luciferase reporter, 20 h. 310,000 compounds, 5.4% hits; also: potency is read from the fitted curve at half-maximal effect; % is scaled to controls: 0 for no effect and ±100 for the full control effect; nearly all actives have a fitted effect of over 60% in size
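Read-out: Photinus luciferase luminescence; inhibitors lower reporter signal. Insect Schneider cells with Gal4-ROR gamma fusion under metallothionein promoter, UAS reporter; 700 uM final copper sulfate induction, 20 hr, ambient temperature.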
Rab9 promoter act: Rab9 promoter activation. Potency, µM (series often up to 9.22 µM), without a hit: top-dose activation, negative = inhibition, usual class: activators. Huh7 Rab9 promoter-luciferase reporter, luminescence, 24 h. 320,000 compounds, 2.8% hits. AID 485297; also: potency is read from the fitted curve at half-maximal effect; % of control where 0% means no effect; nearly all actives have a fitted effect of over 60% in size
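Huh7 cells stably carrying Rab9 promoter–luciferase reporter, plated 1500 cells/well, compound added after 2 h and incubated 24 h at 37 °C; luciferase luminescence then read after 10 min with detection reagent.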
VP16 counter: counter-screen for ROR gamma inhibitors: Gal4-VP16 reporter. Drosophila S2 Gal4-VP16 UAS-luciferase, luminescence, 20 h. Potency, µM (titrated, usually from 53.6 µM), inactives show top-dose activity, negative = inhibition, hits mostly inhibitors. 310,000 compounds, 3.5% hits;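 also: Gal4-VP16 expression switched on by copper sulfate through the metallothionein promoter; potency is read from the fitted curve at half-maximal effect; % is scaled to controls: 0 for no effect and ±100 for the full control effect; nearly all actives have a fitted effect of over 50% in size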
ELG1 DNA repair: blocks ELG1-dependent DNA repair in HEK293T cells; 330,000 compounds, 2.3% hits; HEK293T ELG1-luciferase reporter, luminescence, 16 h; DNA damage induced by 5-fluorouridine; Potency, µM (highest dose often 46.1 µM), for the others: at the highest dose activity change, negative = inhibition, usual class: inhibitors; also: potency is read from the fitted curve at half-maximal effect; % is scaled to controls: 0 for no effect and ±100 for the full control effect; nearly all actives have a fitted effect of over 55% in size
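HEK293T cells expressing luciferase-tagged ELG1 (2,000/well) received 5-Fluorouridine plus compound or DMSO for 16 hr at 37 °C. Luciferase was read by ONE-Glo luminescence after 30 min at room temperature.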
BRCA1 expr act: increases BRCA1 expression; MCF7-BRCA1-FFLuc reporter, luminescence, 48 h; response scale: scaled: vehicle 0%, 10 µM genistein 100%; 380,000 compounds, 1.1% hits; Potency, µM (series often up to 46.1 µM), without a hit: at the highest dose activation, hits mostly activators; AID 624202; also: potency is read from the fitted curve at half-maximal effect; nearly all actives have a fitted effect of over 80% in size; some results filed as inactive show a strong effect at the top dose
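MCF7-BRCA1-FFLuc, 2000 cells/well; 2 h attach, 37 °C/5% CO2; compound 48 h; luciferase substrate 15 min; luminescence end-point. Norm. to genistein 10 microM max activation and DMSO; concentration-response curves fitted.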
ELG1 genotoxic: induces genotoxicity in HEK293T cells with luciferase-tagged ELG1. HEK293T ELG1-luciferase reporter, luminescence, 16 h. Potency, µM (top dose mostly 46 µM), for the others: top-dose activity change, positive = activation, hits mostly activators. 330,000 compounds, 1.3% hits; also: potency is read from the fitted curve at half-maximal effect; % of control where 0% means no effect; nearly all actives have a fitted effect of over 60% in size
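Screening used a luciferase reporter fused to human ELG1 in HEK293T cells. Luminescence was read on a CCD plate imager after 16 hr exposure and 30 min ONE-Glo incubation.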
FLuc counter: counter-screen for miR-21 project: firefly luciferase inhibitors or activators. 360,000 compounds, 6.9% hits. purified FLuc, Km substrates, luminescence inhibition. Potency, µM (series often up to 57.5 µM), for the others: at the highest dose activity change, negative = inhibition, actives largely listed as inhibitors. AID 588342. P08659;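 also: potency is read from the fitted curve at half-maximal effect; plate controls were vehicle for no effect and reference inhibitor for full effect; nearly all actives have a fitted effect of over 55% in size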
Target sequence (P08659 whole entry, looked up): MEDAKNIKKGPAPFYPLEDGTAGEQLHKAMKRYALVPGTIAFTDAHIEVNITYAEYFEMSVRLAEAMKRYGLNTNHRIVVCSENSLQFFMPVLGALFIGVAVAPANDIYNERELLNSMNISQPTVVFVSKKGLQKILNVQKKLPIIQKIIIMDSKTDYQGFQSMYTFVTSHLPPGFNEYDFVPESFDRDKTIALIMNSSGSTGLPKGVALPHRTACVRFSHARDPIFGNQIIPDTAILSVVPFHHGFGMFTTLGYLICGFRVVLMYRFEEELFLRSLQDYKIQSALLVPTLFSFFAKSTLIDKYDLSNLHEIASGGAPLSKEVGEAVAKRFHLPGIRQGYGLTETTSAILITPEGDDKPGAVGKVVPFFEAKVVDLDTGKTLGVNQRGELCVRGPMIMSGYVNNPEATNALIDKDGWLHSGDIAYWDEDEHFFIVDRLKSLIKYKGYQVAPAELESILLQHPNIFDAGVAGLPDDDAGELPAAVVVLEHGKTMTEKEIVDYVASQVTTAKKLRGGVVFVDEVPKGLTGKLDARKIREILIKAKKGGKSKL
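Biochemical qHTS of compounds, final roughly 60 µM downward over six points, against 10 nM purified firefly luciferase using Km concentrations of substrates (10 uM D-luciferin, 10 uM ATP) in Tris acetate pH 7.5 buffer; luminescence output.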
An asterisk follows results filed as active; ? = inconclusive; . = not tested or not shown; [ ] = remark or other dose. Unless noted, calls follow the shape of the dose curve; as a rule, active = well fitted curve in the direction sought with a large enough effect; inconclusive = small, poorly fitted or top-dose-only effect, or another doubt; inactive = no such curve, though single readings can be large; an effect the other way counts as inactive or inconclusive.

SMILES | p53 reactivator | NPC1 prom act | TRPV1 ag | Tb PFK inh | RORg inh | Rab9 promoter act | VP16 counter | ELG1 DNA repair | BRCA1 expr act | ELG1 genotoxic | FLuc counter
CC(C)C(=O)Nc1ccc(Sc2ccc(F)cc2)cc1 | -2% | -3% | ? | 2% | ? | -1% | -1% | 10% | 8% | 0% | 1%
Cc1cc(C)cc(S(=O)(=O)c2cnc3ccccc3n2)c1 | 7% | 0% | 2 | 0% | ? | 1% | ? | 5% | -18% | -2% | -5%
Cc1ccc(NC(=O)Cn2nnc(-c3ccccc3NC(=O)c3cccs3)n2)cc1 | -7% | -26% | -1 | -3% | 10% | -27% | 3% | ? | -65% | 1% | 1%
CCC1CCCCN1C(=O)CN1C(=O)CSC1=O (stereo not given) | 6% | -6% | -3 | 2% | -26% | 9% | 4% | 7% | -22% | 3% | 2%
Cc1cccc(-c2cc3nc(-c4ccccc4)cc(N4CCC5(CC4)OCCO5)n3n2)c1 | -10% | -1% | 11 | 4% | ? | 1% | 6% | ? | -49% | -6% | 2%
O=C(Nc1ccccc1)NC1(C(=O)N2CCN(c3ncccn3)CC2)CCCCC1 | 0% | -1% | 0 | 0% | -1%[10 µM] | 0% | 1% | 6% | -4% | -2% | 0%
COc1cccc(N(C(=O)Cn2nnc(-c3ccc(Cl)cc3)n2)C(C(=O)NCC2CCCO2)c2ccc(C)cc2)c1 (stereo not given) | -4% | -7% | -1 | -8% | -15% | -8% | 2% | 14% | 3% | 2% | 2%
CC(=O)N1C(C(=O)O)CSC1c1ccc(C)cc1 (stereo not given) | -2% | 5% | -1 | 0% | 1% | -4% | 7% | 4% | 0% | 1% | 0%
CC1C=CCC2C(=O)N(c3cccc(C(=O)N4CCN(c5ccc(F)cc5)CC4)c3)C(=O)C12 (stereo not given) | 23% | 2.8µM* | 7 | -12% | 11% | 3.2µM* | -5% | ? | 1% | ? | 12µM*
Cc1ccc(/C=C(\NC(=O)c2ccccc2)C(=O)NC2CCN(Cc3ccccc3)CC2)o1 | 14% | -4% | 2 | -14% | -26% | 2% | -5% | 11% | -4% | -5% | 0%
CS(=O)(=O)c1ccc(-c2nnn(CC(=O)N3CCCCC3)n2)cc1 | 3% | 1% | 3 | -1% | -6% | 1% | -3% | 1% | -6% | 0% | -2%
Cc1ccc(NC(=O)CCCN2C(=O)c3cccc4cccc(c34)C2=O)cc1 | 7% | -6% | 12 | -4% | 10% | -5% | 2% | 2% | -26% | 9% | 1%
Oc1c(C(c2ccco2)N2CCC3(CC2)OCCO3)sc2ncnn12 (stereo not given) | 1% | 1% | . | 1% | -21% | -1% | 0% | 4% | 23% | 2% | -1%
Cc1ccc(C#N)c(SCC(=O)Nc2nccs2)n1 | 3% | 0.79µM* | -1 | 1% | -1% | 0.45µM* | 6% | ? | -12% | 1.8µM* | -11%
CN1CCN(C(=O)CCn2nc(-c3ccccc3)c3ccccc3c2=O)CC1 | -6% | -1% | 0 | 1% | -3% | -4% | -10% | 6% | 8% | 1% | 3%
O=C(COC(=O)/C=C/c1cn(-c2ccccc2)nc1-c1ccc2c(c1)OCCO2)NC1CCS(=O)(=O)C1 (stereo not given) | -1% | -6% | 6 | 1% | ? | 0% | -2% | 18µM* | -14% | -14% | -16%
COc1ccc(-c2csc(=Nc3ccccc3)n2CCO)cc1 | 15% | 21% | 4 | -2% | ? | -5% | -16% | ? | 41% | ? | 17µM*
Cc1nn(-c2ccc(F)cc2)c2c1cc(C#N)c1nc3ccccc3n12 | -8% | -3% | -3 | -10% | 3% | 0% | 0% | -3% | 24% | -3% | 0%
Cc1noc(C)c1C(=O)NCCc1c(C)[nH]c2ccccc12 | -6% | -1% | 7 | -13% | -1% | -6% | -25% | -1% | -14% | -2% | 4%
Nc1nnc(C(F)(F)F)s1 | 5% | -6% | 1 | -5% | -4% | 17% | -4% | 1% | 26% | 0% | -2%
Cn1c(=O)c(C(=O)CSc2ccccc2)c(N)n(Cc2ccccc2)c1=O | 0% | 5% | 3 | -3% | 21% | 0% | -9% | ? | 3% | 9% | 1%
O=C(CNS(=O)(=O)c1ccccc1)OCC(=O)c1ccccc1Cl | -2% | -5% | -3 | 10% | -8% | 0% | 2% | -1% | 3% | 0% | -4%
O=C1Nc2cc(Cl)ccc2C1(N1CCNCC1)C(F)(F)F (stereo not given) | 0% | 1% | 0 | 1% | 20% | -8% | -3% | 0% | 4% | -1% | -2%
O=c1[nH]cc([N+](=O)[O-])cc1Br | 4% | -3% | -1 | 12% | -19% | 0% | -11% | 7% | 1% | -2% | -2%
C[C@H](NC(N)=O)C(=O)N1CCN(S(=O)(=O)c2ccc3ccccc3c2)CC1 | 7% | 1% | 1 | -2% | -33% | 1% | -1% | 0% | -8% | 2% | -1%
CC(C)c1ncc(C(O)c2ccccc2)n1C (stereo not given) | 0% | -4% | 0 | -2% | 2% | 1% | -4% | 4% | -17% | -3% | 2%
CCN1C(=O)c2ccc(C(=O)NCc3ccccc3)cc2C1=O | 8% | 6% | -5 | -6% | 0%[0.365 µM] | 2% | . | 2% | 9% | 1% | -3%
Cc1ccccc1NC(=O)CN1C(=O)NC2(CCc3ccccc32)C1=O (stereo not given) | -3% | -2% | -3 | 0% | . | -3% | . | 14% | 3% | -3% | -1%
Cc1cc(OCC(=O)Nc2cccc(S(=O)(=O)N3CCCCC3)c2)ccc1Cl | 18% | -2% | 3 | -8% | . | -2% | . | -13% | -34% | 0% | 6.7µM*
COc1cccc(NC(=O)[C@@H]2CCCN2C(=O)[C@@H]2Cc3ccccc3CN2C(=O)OC(C)(C)C)c1 | 8% | 11% | ? | 0% | ? | 13% | 3% | ? | -12% | ? | ?

The final 3 entries of the section before come first, to join the parts:
SMILES | p53 reactivator | NPC1 prom act | TRPV1 ag | Tb PFK inh | RORg inh | Rab9 promoter act | VP16 counter | ELG1 DNA repair | BRCA1 expr act | ELG1 genotoxic | FLuc counter
Cc1ccccc1NC(=O)CN1C(=O)NC2(CCc3ccccc32)C1=O (stereo not given) | -3% | -2% | -3 | 0% | . | -3% | . | 14% | 3% | -3% | -1%
Cc1cc(OCC(=O)Nc2cccc(S(=O)(=O)N3CCCCC3)c2)ccc1Cl | 18% | -2% | 3 | -8% | . | -2% | . | -13% | -34% | 0% | 6.7µM*
COc1cccc(NC(=O)[C@@H]2CCCN2C(=O)[C@@H]2Cc3ccccc3CN2C(=O)OC(C)(C)C)c1 | 8% | 11% | ? | 0% | ? | 13% | 3% | ? | -12% | ? | ?
COc1ccc(C(CNC(=O)c2ccc(OC)c(S(=O)(=O)N3CCCC3)c2)N2CCCC2)cc1 (stereo not given) | -5% | 0% | -3 | -4% | . | -3% | . | 26% | -2% | -2% | 0%
CC1(C)OC(C)(C)/C(=C/Nc2ccc(O)cc2)C1=O | -8% | 5% | 14 | -3% | -11% | -2% | -13% | -7% | -8% | 0% | -11%
O=C(NNC(=O)c1cc2c(s1)CCCC2)c1ccccc1 | ? | 21% | ? | 2% | -2% | ? | 12% | ? | ? | ? | 27µM*
CN(C)C(CNC(=O)c1ccc(S(=O)(=O)Nc2ccccc2F)cc1)c1ccco1 (stereo not given) | 3% | 1% | 3 | 1% | . | 0% | . | 12% | -17% | 0% | -1%
CCOc1ccc(C(=O)N2CCCN(C(=O)c3ccc(OCC)cc3)CC2)cc1 | -5% | -3% | 6 | -4% | -3% | -5% | 12% | -6% | 0% | -4% | -1%
COC(=O)c1nnn(CC(=O)NC(=O)Nc2ccccc2)c1C(=O)OC | 10% | -2% | 2 | -2% | -6% | -5% | -6% | -2% | -1% | -1% | 0%

Three compounds out of the list above, sorted by their value in p53 reactivator, ascending.
mol | p53 reactivator | NPC1 prom act | TRPV1 ag | Tb PFK inh | Rab9 promoter act | BRCA1 expr act
CC1(C)OC(C)(C)/C(=C/Nc2ccc(O)cc2)C1=O | -8% | 5% | 14 | -3% | -2% | -8%
CCOc1ccc(C(=O)N2CCCN(C(=O)c3ccc(OCC)cc3)CC2)cc1 | -5% | -3% | 6 | -4% | -5% | 0%
COC(=O)c1nnn(CC(=O)NC(=O)Nc2ccccc2)c1C(=O)OC | 10% | -2% | 2 | -2% | -5% | -1%

Screens (PubChem)
